Bioassay records deposited in PubChem by several laboratories.
KKLEB tox = reduces viability of KKLEB cystic fibrosis airway cells | activity change (cytotoxicity), % at 5 µM | KKLEB CF airway cells viability, ATPlite luminescence, overnight; active compounds read low; cells stimulated with P. aeruginosa culture filtrate | AID 602141 | 0.36% of 360,000 active;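 active = corrected activity change at or below -50% at 5 µM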
TROY NFkB inh = inhibitors of TROY-dependent NF-kB signaling | AID 1347056 | 0.98% of 360,000 active | Q293 LMP1-TROYcd NF-kB luciferase reporter, 4 h | inhibition, % at 10 µM;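 active = compounds whose plate-normalised and pattern-corrected inhibition of the luciferase reporter signal at the single screening dose is 50% or more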
CF NFkB block = cystic fibrosis NF-kB activation inhibition. inhibition, % at 5 µM. AID 588850. 0.86% of 360,000 active. KKLEB NF-kB-GFP reporter, PAF-induced, GFP fluorescence overnight;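 active = at least 50% inhibition at 5 µM, scaled per plate between neutral and stimulator controls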;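 also: PAF is a Pseudomonas aeruginosa culture filtrate used as stimulus; plate controls were PAF-stimulated DMSO wells for no effect and unstimulated DMSO wells for full effect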
C8 TRAIL sens = caspase-8 TRAIL sensitization. NB7+C8 cells + TRAIL, ATPlite viability luminescence. 1% of 360,000 active. inhibition (viability loss, TRAIL sensitization), % at 10 µM;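 active = compounds causing at least 50% loss of cell viability in the single-dose screen, relative to plate controls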
SRC3 inh = inhibitors of human steroid receptor coactivator 3 (SRC3); HEK293 GAL4-SRC3 luciferase reporter, luminescence; Q9Y6Q9; 0.17% of 360,000 active; inhibition, % at 3.6 µM;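 active = inhibition above a per-campaign cutoff, the mean of all compounds plus 3 SD, cut at about 60% in these data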;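 also: 0% = DMSO-treated cells and 100% = gossypol-treated cells at 36 µM; higher means less SRC3-driven luciferase light from the GAL4 reporter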
COUP-TFII inh = inhibitors of human COUP-TFII (NR2F2); 0.7% of 370,000 active; P24468; HEK293T NGFI-A luciferase reporter, luminescence; inhibition, % at 8.6 µM;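 active = inhibition above a per-plate cutoff, mean inhibition of test wells between control levels plus 3 SD, cut at about 38% in these data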;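 also: cells cotransfected with COUP-TFII expression vector driving the NGFI-A reporter; 0% = median of COUP-TF2 test wells and 100% = reporter-only cells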
Target sequence (P24468 whole entry, looked up): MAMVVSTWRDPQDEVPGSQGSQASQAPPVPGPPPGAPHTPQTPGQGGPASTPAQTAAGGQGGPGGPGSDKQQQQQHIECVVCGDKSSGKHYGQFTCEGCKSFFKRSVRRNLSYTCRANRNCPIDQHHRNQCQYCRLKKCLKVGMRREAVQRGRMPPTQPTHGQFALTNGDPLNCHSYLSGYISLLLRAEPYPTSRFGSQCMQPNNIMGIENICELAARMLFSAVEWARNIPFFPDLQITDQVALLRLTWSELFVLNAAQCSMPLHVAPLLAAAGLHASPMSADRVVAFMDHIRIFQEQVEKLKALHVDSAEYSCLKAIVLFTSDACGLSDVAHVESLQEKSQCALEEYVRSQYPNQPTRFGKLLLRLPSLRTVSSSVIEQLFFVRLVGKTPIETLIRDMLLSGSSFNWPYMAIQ
TWEAK-Fn14 inh = inhibitors of TWEAK-Fn14 interaction signaling. TWEAK-stimulated Fn14 reporter cells, luciferase luminescence, 8 h. inhibition, % at 10 µM. 2% of 360,000 active; in the data active = inhibition above about 50%
LMP1 NFkB inh = reduces LMP1-driven NF-kappaB luciferase signal. LMP1-induced NF-kappaB luciferase reporter cells, luminescence. inhibition, % at 12.5 µM. 0.69% of 350,000 active; in the data active = inhibition above about 41%;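 also: 0% = neutral control wells and 100% = reference inhibitor control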
Shn3 inh set2 = reduces Shn3 3'UTR luciferase signal in osteoblasts. Clone20 osteoblast Shn3 3'UTR firefly luciferase, 24 h. inhibition, % at 12.5 µM. 0.52% of 360,000 active;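 active = mean inhibition of at least 75% with every replicate also reaching 75%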;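 also: 0% = median of neutral control wells and 100% = pilot-screen positive control compound; some compounds past the cut are filed as inactive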
NR5A2 inv ag = suppresses constitutive activity of human LRH-1; AID 602396; O00482; 0.13% of 360,000 active; HEK293T StAR-luciferase reporter, LRH-1 transfected, 24 h; inhibition, % at 3.6 µM;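 active = inhibition above the mean inhibition of all tested compounds plus 3 SD, cut at about 73% in these data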;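 also: 0% = DMSO wells and 100% = reporter-only cells lacking LRH-1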
Target sequence (O00482 whole entry, looked up): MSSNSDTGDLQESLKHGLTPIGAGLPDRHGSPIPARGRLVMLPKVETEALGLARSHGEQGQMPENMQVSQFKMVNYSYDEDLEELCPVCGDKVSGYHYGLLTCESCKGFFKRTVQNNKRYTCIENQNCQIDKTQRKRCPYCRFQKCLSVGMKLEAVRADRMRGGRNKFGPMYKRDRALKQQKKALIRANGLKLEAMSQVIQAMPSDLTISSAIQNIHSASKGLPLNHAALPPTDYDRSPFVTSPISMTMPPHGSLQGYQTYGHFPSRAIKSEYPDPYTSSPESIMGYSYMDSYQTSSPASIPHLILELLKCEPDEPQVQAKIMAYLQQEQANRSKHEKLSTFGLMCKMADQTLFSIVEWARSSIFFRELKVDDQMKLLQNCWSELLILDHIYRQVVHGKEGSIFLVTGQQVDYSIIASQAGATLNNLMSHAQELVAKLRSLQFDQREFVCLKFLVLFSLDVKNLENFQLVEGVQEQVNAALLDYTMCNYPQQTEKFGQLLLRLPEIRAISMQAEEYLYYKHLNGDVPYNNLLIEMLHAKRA
NCOA1 inh = inhibitors of human steroid receptor coactivator 1 (SRC1); Q15788; HEK293 GAL4-SRC1 luciferase reporter, luminescence; inhibition, % at 3.6 µM; 0.12% of 360,000 active; AID 588354;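 active = inhibition above the campaign mean plus 3 SD, with each screening campaign given its own cutoff, cut at about 60% in these data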;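 also: 0% = DMSO treated cells and 100% = gossypol at 36 µM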
The depositor's hits bear a star; . = no result given; & = joins results of further samples.

SMILES	KKLEB tox	TROY NFkB inh	CF NFkB block	C8 TRAIL sens	SRC3 inh	COUP-TFII inh	TWEAK-Fn14 inh	LMP1 NFkB inh	Shn3 inh set2	NR5A2 inv ag	NCOA1 inh
Cc1ccc(S(=O)(=O)N2CCN(Cc3nc4ccccc4n3C)CC2)cc1	6	15	11	-8	19	-16	4	1	-9	22	-6
CC(C)N(Cc1nccn1C)C(=O)CC1C(=O)NCCN1Cc1ccccc1C(F)(F)F (stereo not drawn)	-12	1	-7	5	19	13	-17	-1	0&15	-1	-2
COc1ccc(C(=O)Nc2ccccc2C(=O)Nc2ccccc2)cc1	-26	-53	-22	32	-36	-7	2	-31	-49	-21	-23
O=S(=O)(c1ccc2[nH]ccc2c1)N1CCCCCC1	1	-10	4	-7	-5	-19	-1	-16	5	-1	-15
O=C(COC(=O)CCc1nc2ccccc2n1-c1ccccc1)Nc1ccc(N2CCCCC2)cc1	8	-1	-3	7	19	20	2	-1	14	-5	-14
Cc1onc(-c2c(Cl)cccc2Cl)c1C(=O)NCCN1CCOCC1	5	10	-8	13	20	-3	-5	3	-14	4	-13
CCOC(=O)CN1C(=O)C(O)=C(C(C)=O)C1c1ccccc1 (stereo not drawn)	1	0	3	12	-22	1	-3	7	-18	8	-31
COc1ccccc1CC(=O)Nc1cc(S(=O)(=O)N2CCOCC2)ccc1N1CCOCC1	3	-4	3	0	8	-11	-7	1	1	6	-40
Clc1cccc(OCc2nc(-c3ccncc3)no2)c1	-9	-42	0	-5	-48	-14	-26	-1	-26	-31	-8
Cc1ccc(Cl)c2sc(N3CCN(C(=O)c4ccco4)CC3)nc12	7	9	6	12	-7	7	6	6	2	-21	-15
CCC(OC(=O)CN1C(=O)c2ccccc2C1=O)C(=O)NC1CCCC1 (stereo not drawn)	3	-9	12	-14	-3	2	12	-6	-10	-12	-15
CCc1nnc(NC(=O)CSc2nnc(-c3c[nH]c4ccccc34)n2C)s1	-22	0	-1	4	6	14	4	1	-41	-14	-11
O=C(NCC1CC1)c1onc(CSc2nc3ccccc3[nH]2)c1C(=O)NCC1CC1	-4	8	13	3	-4	11	2	-3	7	-16	-10
CCOc1cc(/C=C2\CCn3c2nc2cc(Cl)ccc2c3=O)ccc1O	-8	13	8	-17	-16	11	1	16	-2	-13	-3
O=C(N/C(=C/c1ccc([N+](=O)[O-])cc1)C(=O)N1CCOCC1)c1ccco1	9	10	-20	0	11	-25	-1	-10	-12	-13	-11
CC(=O)N1CCSc2ccc(S(=O)(=O)Nc3ccccc3C)cc21	2	5	6	17	7	24	33	0	21	16	-6
O=C(NCc1ccccc1Cl)c1ccc2c(=O)n(CCCN3CCCC3=O)c(=S)[nH]c2c1	10	-8	-10	-8	8	2	11	0	-3	16	-10
Cc1cc(C)c(C)c(OCC(=O)NCC2CCCO2)c1 (stereo not drawn)	-13	-6	8	-11	-8	-6	-11	-9	-39	28	4
COC(=O)c1c(NC(=O)CN2C(=O)C(=O)N(C(C)C)C2=O)sc(C)c1C	-6	-6	-14	2	-6	17	4	-1	-1	-4	3
Cc1ccc(-n2c(=O)c3ccccc3n(CC(=O)NCc3ccco3)c2=O)cc1	-11	-1	8	-10	7	2	-2	4	5	6	-1
O=C(O)COCC(=O)NCc1csc2ccccc12	-6	-23	-13	-2	22	2	-11	-5	-11	12	1
O=C(NCCNC(=O)c1cccc(O)c1)c1cccc(O)c1	-1	25	5	9	-5	19	7	4	-17	13	-1
COc1ccccc1NNC(=O)C(O)(c1ccccc1OC)c1ccccc1OC	-6	5	-1	-10	4	0	-5	-9	13	-16	-5
N#Cc1c(C(F)(F)F)cc(-c2ccc(Cl)cc2)nc1SCC(=O)O	10	13	-12	-1	-5	7	-16	-8	14	1	-16
Cc1cccc(N2C(=O)CC(Sc3nc(-c4ccccc4)c4cc(Cl)ccc4n3)C2=O)c1 (stereo not drawn)	1	-4	5	-2	-15	-20	3	-5	14	7	-6
CC(C)c1ccc(OCC(=O)NC2=NCCS2)cc1	-6	-22	2	6	-81	-59	27	-9	-71	-47	-62
Nc1nc(=O)n(C2CC(O)C(CO)O2)cc1F (stereo not drawn)	7	3	3	2	61	-41	6	31	77	-27	60
Cc1cc2cc(CN(C(=O)C3CC3)C3CCCC3)c3nnnn3c2cc1C	-9	9	4	12	12	5	-10	0	3	-12	0
COc1ccc(C(C)NC(=S)NC2CCCCC2)cc1OC (stereo not drawn)	6	-3	-26	-10	2	8	11	-5	8	2	-9
Cc1nc2ccccn2c(=O)c1NC(=O)c1cccc2ccccc12	3	-24	0	-4	11	17	7	2	12	2	16
COc1cc(Cl)c(C)cc1NC(=O)COC(=O)C(NS(=O)(=O)c1ccc(Cl)cc1)C(C)O (stereo not drawn)	6	18	-2	0	13	11	3	2	11	1	-2
CCOc1ccc(NC(=O)CN(C)C(=O)Cc2c[nH]c3ccccc23)cc1OCC	6	-9	13	15	-32	-1	-6	-12	-7	11	0
Cc1sc2ncnc(NCC3CCCO3)c2c1C (stereo not drawn)	-7	9	-4	6	11	11	12	9	46	23	-7
O=C(NCc1ccccc1CN1CCCC1)c1cccc(N2CCCC2=O)c1	5	16	0	-4	7	-1	1	-3	6	10	3
CCCCCn1c(CCNC(=O)CCC)nc2ccccc21	3	-3	22	-1	5	7	15	-1	9	8	-2
CCOc1ccc(/C=N/NC(=S)Nc2c(C)cccc2C)cc1	0	13	-7	6	0	4	0	-6	-3	6	7
Cc1cc(S(=O)(=O)N2CCCC2)ccc1OCC(=O)N1CCC(C(N)=O)CC1	3	-25	0	-11	7	4	-10	5	-12	-7	5
Cc1ccc(C(=O)N2C3C=CC(C3)C2(C(F)(F)F)C(F)(F)F)cc1 (stereo not drawn)	-11	-7	19	-7	9	9	-16	-4	-5	-2	-12
CCN(CC)S(=O)(=O)c1cc(NC(=O)C(=O)c2c(-c3ccccc3)cc3ccccn23)ccc1C	-2	13	-7	3	-2	39*	62*	5	77	5	1
Cc1ccsc1C(=O)N1CCC1(C)C(=O)NCC(C)(C)C (stereo not drawn)	-8	-16	15	-8	-1	-3	11	.	-1	9	6
NC(=NCCc1ccccc1)NS(=O)(=O)c1ccccc1F	15	-12	-18	-14	12	4	-10	-6	1	20	-6
CCOCc1nnc(NC(=O)CCS(=O)(=O)Cc2ccccc2)s1	2	3	4	-3	13	7	-1	1	-1	-12	8
CS(=O)(=O)N1CC(C(=O)NN)Oc2ccc(Cl)cc21 (stereo not drawn)	-11	-6	2	-5	1	-4	3	4	-15	-26	2
COc1cnn(-c2cccc(C(F)(F)F)c2)c(=O)c1Cl	-11	-12	1	-14	4	14	12	.	-8	7	-5
CC1CCN(S(=O)(=O)c2ccc3c(c2)CCN3C(=O)CCC(=O)O)CC1	5	1	16	-17	8	-4	4	-2	-22	9	4
O=C(c1ccco1)N1CCN(Cc2ccccc2F)CC1	-3	-3	4	0	2	-21	12	-7	0	-1	21
COCc1nnc(NC(=O)c2ccc(NC(C)=O)cc2)s1	9	-12	-3	-4	2	-6	0	-7	1	13	-10
COc1ccc(C(=O)c2nc3c(n2O)CCCC3)cc1OC	12	-9	-6	2	-4	6	-12	-5	-8	2	2

Grouped by structure: the entries above with two or more sulfur atoms.
SMILES	KKLEB tox	TROY NFkB inh	CF NFkB block	C8 TRAIL sens	SRC3 inh	COUP-TFII inh	TWEAK-Fn14 inh	LMP1 NFkB inh	Shn3 inh set2	NR5A2 inv ag	NCOA1 inh
CCc1nnc(NC(=O)CSc2nnc(-c3c[nH]c4ccccc34)n2C)s1	-22	0	-1	4	6	14	4	1	-41	-14	-11
CC(=O)N1CCSc2ccc(S(=O)(=O)Nc3ccccc3C)cc21	2	5	6	17	7	24	33	0	21	16	-6
CCOCc1nnc(NC(=O)CCS(=O)(=O)Cc2ccccc2)s1	2	3	4	-3	13	7	-1	1	-1	-12	8

Other compounds follow.
SMILES	KKLEB tox	TROY NFkB inh	CF NFkB block	C8 TRAIL sens	SRC3 inh	COUP-TFII inh	TWEAK-Fn14 inh	LMP1 NFkB inh	Shn3 inh set2	NR5A2 inv ag	NCOA1 inh
COCCc1ncc(CN2CCCC(C(=O)Nc3cccc(-c4cccc(C)c4)c3)C2)cn1 (stereo not drawn)	-6	-12	12	-14	-6	8	-10	-1	18	3	7
COc1cccc(N2CCN(CC(=O)NCc3ccccc3)CC2)c1	3	8	8	1	13	-20	-13	-3	11	20	1
CC(C(=O)N1CCN(Cc2ccc3c(c2)OCO3)CC1)c1ccc([N+](=O)[O-])cc1 (stereo not drawn)	-25	3	6	3	1	12	-6	-1	18	8	2
COC(=O)c1ccc(Cn2c(CN3CCOCC3)nc3ccccc3c2=O)o1	0	15	5	-11	-20	-15	8	-3	1	6	-5
CN1CCN(CCCNc2nc3ccccc3c3nc(-c4ccccc4)nn23)CC1	-11	-1	-12	5	13	-11	-42	-6	6	-20	-1
Fc1ccccc1CSc1nc2ccccc2[nH]1	5	-64	-9	25	-159	-36	9	-24	-20	-143	-108
CCCc1c(O)nc(SCCN(CC)CC)[nH]c1=O	13	1	-3	-8	18	2	-12	4	-5	-7	2
Cc1cc(OCC(=O)Nc2c(C(C)C)cccc2C(C)C)no1	-1	-1	-3	3	-19	-15	-7	5	18	-4	-62
Cc1ccc(OCC(=O)NCc2n[nH]c(=O)c3ccccc23)cc1	-19	-5	19	14	4	-16	-4	-4	9	-12	-96
CC(=O)c1ccc(COC(=O)Cc2ccc([N+](=O)[O-])cc2)cc1	8	-1	-39	-10	17	-14	-15	-2	-16	21	-11
CCn1c(COc2ccc(=O)n(-c3ccccc3)n2)n[nH]c1=S	8	10	-2	1	9	9	1	-4	9	4	-1
Cc1ccc2[nH]c3c(=O)n4c(nc3c2c1)SCC4	6	-13	-16	-5	-11	-10	-13	-15	11	0	-7
N#CC1=C2N=C(N)c3c(sc4c3CCCCC4)N2C2=C(C(=O)CCC2)C1c1ccccc1 (stereo not drawn)	13	54*	-4	-15	6	-11	47	-5	-14	-36	-10
Cc1nn(C)c(Cl)c1S(=O)(=O)N[C@@H](c1ccccc1)[C@]1(C)C[C@H]1[C@@H](C)C(=O)Nc1ccc2ccccc2c1	-16	-8	-1	14	-4	12	13	7	2	0	-8
O=C(c1ccc(Cl)c([N+](=O)[O-])c1)N1CCN(Cc2ccc3c(c2)OCO3)CC1	-4	17	14	12	10	16	14	7	19	13	-9
COc1cc([N+](=O)[O-])cc2sc(NC(C)=O)nc12	-14	1	4	8	0	-10	-5	-6	0	24	8
Cc1ccc2c(c1)c1c(c(=O)n(-c3ccccc3C)c(=O)n1CC(=O)NCC1CCCO1)n2C (stereo not drawn)	12	4	-22	-30	-4	-7	17	-12	-27	-26	2
O=C(O)CC(C(=O)OCC1CCCO1)N1CCOCC1 (stereo not drawn)	4	-3	-12	-3	-4	-4	-11	5	-7	8	7
COc1ccccc1NC(=O)N(C)C[C@@H]1Oc2ncc(Br)cc2C(=O)N([C@H](C)CO)C[C@@H]1C	9	5	9	0	-4	-5	1	3	2	-1	-29
COC(=O)C1=C(C(=O)OC)[C@@H]2N(C)c3ccccc3[C@@]23C[C@@H](C(=O)OC)N(C(=O)c2cc(C)oc2C)C3=N1	13	4	18	12	-4	.	-27	8	-14	13	2

The list is partial. The share of hits here may be higher or lower than overall.
